Screening results as filed in PubChem.
Tau fibril ThT: tau fibrillization inhibition (ThT binding); AID 1460; recombinant tau K18 P301L, heparin-induced fibrillization, ThT fluorescence; 2.1% of 270,000 active; P10636; Potency, µM (highest dose often 57.4 µM), for the others: top-dose activity, negative = inhibition, most hits filed as inhibitors; note: % is set by controls: 0 for no effect and ±100 for the full control effect; nearly all actives have a fitted effect of over 55% in size
Target sequence (P10636 561-689 P618L limits assumed): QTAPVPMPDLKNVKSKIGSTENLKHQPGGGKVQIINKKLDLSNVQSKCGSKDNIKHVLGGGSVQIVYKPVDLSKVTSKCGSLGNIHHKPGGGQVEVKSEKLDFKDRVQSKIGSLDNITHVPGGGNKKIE
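In this qHTS, human K18 P301L tau is incubated with compound and heparin for 6 hr at 37 C, and Thioflavin T fluorescence then reports fibril load.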
TRb SRC2 PPI: TRbeta-SRC2 interaction inhibition; P10828; TRbeta-SRC2 peptide binding, fluorescence polarization; receptor liganded with 1 µM T3; Potency, µM (series often up to 106 µM), for inactives: top-dose activity change, negative = inhibition, actives largely listed as inhibitors; 0.065% of 280,000 active; AID 1469;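 note: plate controls were bound peptide for no effect and peptide without receptor for full effect; nearly all actives have a fitted effect of over 50% in size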
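A fluorescence polarization screen tested compounds at multiple concentrations against complex formation between 0.6 uM TRb ligand-binding domain and 20 nM Texas Red SRC2 peptide, with 1 uM T3 present; readout after 5 hr.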
RECQ1 helicase: inhibitors of human RECQ1 DNA helicase. 0.54% of 240,000 active. Potency, µM (doses to about 57.3 µM), inactives show at the highest dose activity, negative = inhibition, usual class: inhibitors. AID 2549. RECQ1 DNA unwinding, red fluorescence kinetic read;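 note: plate controls were vehicle for no effect and no enzyme for full effect; nearly all actives have a fitted effect of over 30% in size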
Target sequence (P46063 whole entry, looked up): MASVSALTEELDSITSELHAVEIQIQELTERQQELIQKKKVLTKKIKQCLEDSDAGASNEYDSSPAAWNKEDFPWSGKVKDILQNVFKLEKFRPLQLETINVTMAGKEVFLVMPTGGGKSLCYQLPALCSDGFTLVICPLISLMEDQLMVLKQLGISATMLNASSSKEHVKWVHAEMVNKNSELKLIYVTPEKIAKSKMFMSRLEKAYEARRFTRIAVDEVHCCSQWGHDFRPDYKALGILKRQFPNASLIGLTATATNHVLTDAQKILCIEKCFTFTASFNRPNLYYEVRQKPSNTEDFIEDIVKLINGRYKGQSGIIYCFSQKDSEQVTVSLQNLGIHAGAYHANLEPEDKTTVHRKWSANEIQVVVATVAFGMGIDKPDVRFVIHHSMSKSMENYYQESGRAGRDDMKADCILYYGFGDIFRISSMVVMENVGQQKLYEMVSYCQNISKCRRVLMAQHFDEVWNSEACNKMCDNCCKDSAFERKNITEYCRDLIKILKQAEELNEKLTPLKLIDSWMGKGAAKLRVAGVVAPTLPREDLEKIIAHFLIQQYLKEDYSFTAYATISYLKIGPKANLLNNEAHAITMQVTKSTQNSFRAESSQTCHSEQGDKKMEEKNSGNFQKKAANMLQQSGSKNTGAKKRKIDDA
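50 nM RECQ1T1 preincubated 15 min with compound in Tris pH 8.0 buffer with MgCl2, DTT, Tween-20 and 2.5 ug/ml poly(dI-dC); started with 200 nM TAMRA/BHQ-2 forked duplex and 2 mM ATP. Unwinding read as fluorescence (525/598 nm), two reads 2 h apart.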
Tau fluor cs: counter-screen for tau fibril formation inhibitors | tau K18 P301L Alexa594 fluorescence, heparin fibrillization | Potency, µM (series often up to 57.7 µM), for inactives: at the top dose activity change, negative = decrease | 0.93% of 280,000 active; note: % is set by controls: 0 for no effect and ±100 for the full control effect; nearly all actives have a fitted effect of over 55% in size
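Human tau K18 P301L (15 uM unlabeled, 0.24 uM Alexa 594-labeled) in 100 mM sodium acetate pH 7 with 20 uM heparin, 6 hr at 37 C. ThT 30 uM added, 1 hr ambient; Alexa 594 FP and total fluorescence read at 555/632 nm.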
HTT cytoprotect: Huntington cell model cytoprotection by ATP luminescence. PC12 HTT-Q103 induced, cytoprotection, ATP luminescence, 40 h. Potency, µM (top dose mostly 56.4 µM), for the others: cytoprotection (ATP increase), usual class: activators. 0.14% of 230,000 active. AID 1471;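 note: % of control where 0% means no effect; nearly all actives have a fitted effect of over 45% in size; toxic huntingtin expression switched on by the ecdysone agonist tebufenozide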
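Compounds were screened for protection of PC12 cells against cell death after tebufenozide induction (100 nM final) of mutant Huntingtin exon 1 (Q103) fused to GFP.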
TR SRC2 fluor cs: counter-screen for TRb-SRC2 inhibitors: fluorescence interference. AID 1479. TRb/SRC2 Texas Red total fluorescence interference. Potency, µM (highest dose often 106 µM), for inactives: top-dose fluorescence change, negative = quenching. 0.29% of 280,000 active; active = well fitted curve in either direction with a large enough effect; inconclusive = small, poorly fitted or top-dose-only effect; note: % is set by controls: 0 for no effect and ±100 for the full control effect
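Flags fluorescent or light-absorbing compounds by total fluorescence, S + 2P, at 555 nm excitation and 632 nm emission. Mixture: 20 nM Texas Red SRC2 peptide, 0.6 uM human TRb LBD, 1 uM T3, 5% DMSO; compound exposure 5 h at ambient temperature.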
L3MBTL1 inh: blocks human L3MBTL1. Q9Y468. Potency, µM (series often up to 57.1 µM), for the others: top-dose activity, negative = inhibition, usual class: inhibitors. AID 485360. 0.66% of 230,000 active. AlphaScreen L3MBTL1–H3K9me1 peptide binding; note: % is set by controls: 0 for no effect and ±100 for the full control effect; nearly all actives have a fitted effect of over 60% in size
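L3MBTL1 (50 nM) pre-complexed 30 min with biotinylated H3(1-15)K9me1 peptide (75 nM), then compounds added for 30 min at room temperature; AlphaScreen streptavidin donor/nickel chelate acceptor beads (10 ug/mL final) read after 30 min dark incubation.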
Tau FP inhib: tau fibrillization inhibition (FP); P10636; K18 P301L tau heparin fibrillization, Alexa594 FP, 6 h; Potency, µM (top dose mostly 57.7 µM), without a hit: top-dose activity, negative = inhibition, hits mostly inhibitors; 0.39% of 280,000 active; note: % is set by controls: 0 for no effect and ±100 for the full control effect; nearly all actives have a fitted effect of over 55% in size
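K18 P301L tau (15 uM unlabeled/0.24 uM Alexa 594-labeled, final) + compound + heparin 20 uM final; 100 mM NaOAc pH 7; 6 hr 37 C; ThT 30 uM final added, 1 hr RT; FP ex 555/em 632 nm.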
* hit, by the source's call; i = inactive; ? = inconclusive; . = no result given; [ ] = remark or other dose. Unless noted, calls come from the whole dose curve; as a rule, active = well fitted curve in the direction sought with a large enough effect; inconclusive = small, poorly fitted or top-dose-only effect, or another doubt; inactive = no such curve, though single readings can be large; an effect the other way counts as inactive or inconclusive. Potency is the fitted concentration of half-maximal effect. These rows are one share of the data, so the mix of outcomes need not match the whole.

SMILES	Tau fibril ThT	TRb SRC2 PPI	RECQ1 helicase	Tau fluor cs	HTT cytoprotect	TR SRC2 fluor cs	L3MBTL1 inh	Tau FP inhib
CCOC(=O)c1ccc(N/N=C/c2cc(Br)cc([N+](=O)[O-])c2O)cc1	0.45µM*	2%	7%	0.71µM*[quencher]	3%	-5%	?	-6%
CCOC(=O)c1c(NC(=O)c2cc(=O)c3c(C)cc(C)cc3o2)sc2c1CCC2	-8%	3%	.	-2%	.	0%	.	0%
CCOC(=O)c1ccc(NC(=O)CCc2nc(-c3ccc(Cl)cc3)no2)cc1	?	0%	i	-30%	-6%[0.074 µM]	0%	12%	?
Cc1cc(-c2nnc(CCC(=O)N(C)CCc3ccccc3)o2)no1	-12%	4%	-2%	-12%	-1%[10 µM]	0%	5%	-4%
CC(C)(C)c1ccc(COn2ccnc2)cc1	3%	-2%	21%	-2%	-8%	-1%	-26%	1%
COc1ccc(C2CC(=O)c3cnc(N4CCc5ccccc54)nc3C2)cc1OC (stereo unspecified)	-4%	3%	-4%	-7%	18%[10 µM]	-1%	-1%	-5%
CC(=O)c1cccc(NC(=O)CN2C(=O)C3C4C=CC(C4)C3C2=O)c1 (stereo unspecified)	5%	-4%	-6%	2%	-2%	-10%	14%	-1%
O=C(c1ccccc1F)N1CCN(c2ncccn2)CC1	-8%	-2%	-3%	0%	-3%	-6%	?	3%
COc1ccc2ccccc2c1C(=O)/C=C\c1ccoc1	?	10%	-14%	-18%	.	-13%	-22%	-8%
Cc1ccc(C)c(NC(=S)c2ccc3ccccc3n2)c1	?	2%	-10%	-24%	27%[0.074 µM]	0%	?	-4%
Cn1c2c(c(=O)n(C)c1=O)C(NC(=O)c1ccco1)(C(F)(F)F)C(=O)N2 (stereo unspecified)	-6%	5%	-13%	1%	-5%	1%	-6%	-1%
CCN1C(=O)[C@H]2[C@@H]3[C@H](O)C=CC(=O)[C@H]3CC[C@H]2C1=O	-12%[11.5 µM]	-2%[11.2 µM]	i[11.5 µM]	-12%[11.6 µM]	?	-5%[11.2 µM]	.	-7%[11.6 µM]
C#CCOCCOCCOCCNc1nc(N2CCN(C(=O)[C@H](CCCCN)n3cc([C@@H](N)CO)nn3)CC2)nc(N2CCN(C(=O)[C@H](Cc3ccc(O)cc3)n3cc([C@@H](N)CC(C)C)nn3)CC2)n1	?	-6%	13%	8%	-15%[10 µM]	-1%	-20%	8%
Nc1ccc(C23CC4CC(CC(O)(C4)C2)C3)cc1	-9%	0%	-7%	-7%	-58%[inhibitor]	0%	-3%	2%
CCOc1cc(C=O)cc(Br)c1OCC(=O)NCCc1ccccc1	?	-13%	-1%	-1%	7%[10 µM]	0%	-10%[11.4 µM]	10%
CCc1ccc(-n2nc(CO)c(C(=O)NCc3ccccc3OC)n2)cc1	-15%	1%	.	-16%	.	0%	.	-1%
O=C(O)/C=C/C(=O)N1CCN(S(=O)(=O)c2cc(C(F)(F)F)ccc2Cl)CC1	-5%	-9%	6%	-4%	-34%	-1%	.	-1%
O=C(NCc1ccccc1)c1ccc(CSc2nc3cccnc3n2Cc2cccc(F)c2)cc1	1%	-5%	.	-25%	.	7%	.	5%
CCN(C(=O)c1cnc2ccc(C)cn2c1=O)c1ccccc1	4%	-7%	.	0%	.	4%	.	-17%
O=C(Cn1[nH]c(=O)c2ccccc2c1=O)OCC(=O)N1CCCc2ccccc21	-5%	1%	i	-2%	21%[10 µM]	2%	5%	1%
COc1cc(C(=O)OCC(=O)Nc2c(F)c(F)c(F)c(F)c2F)cc(OC)c1OC	0%	1%	-2%	-3%	-11%	0%	1%	-13%
CCC(C)(C)NC(=S)Nc1ccccc1C	-1%	1%	-4%	2%	12%[10 µM]	1%	-4%	-4%
O=C(Cn1cnc2c(nnn2-c2cccc(Cl)c2)c1=O)N1CCCC1	-11%	-4%	i	-6%	9%[10 µM]	0%	.	6%
CC(C)[C@H]1CC[C@@H](C)C[C@H]1O	-4%	-3%	-2%	-6%	-3%[1.9 µM]	-2%	.	-2%
O=C(O)C1CC(c2cccc(Br)c2)=NO1 (stereo unspecified)	1%	-11%	i	5%	-6%[10 µM]	-1%	0%	0%

Further structures
SMILES	Tau fibril ThT	TRb SRC2 PPI	RECQ1 helicase	Tau fluor cs	HTT cytoprotect	TR SRC2 fluor cs	L3MBTL1 inh	Tau FP inhib
Cc1ccccc1OCC(=O)Nc1ccc(N2CCN(C(=O)C(C)C)CC2)c(Cl)c1	?	0%	-12%	-23%	-30%[10 µM]	0%	-2%	7%
O=C(/C=C\c1ccco1)Oc1cccc2cccnc12	?	-4%	-2%	-11%	-22%	-1%	.	-6%
O=C(CSc1nc(-c2ccc(F)cc2)cs1)NC(=O)NCc1ccco1	-7%	-10%	35µM*	-6%	-22%	-2%	-25%	-7%
COc1ccc(CCNC(=O)CCN2C(=O)C(C)Oc3ccc(C)cc32)cc1OC (stereo unspecified)	-11%	-6%	i	-10%	-5%	-1%	0%	6%
COc1ccccc1NC(=O)COn1nnc2ccc(S(=O)(=O)N3CCOCC3)cc21	10%	-2%	-1%	5%	-21%	-7%	14%	0%
Cn1ccnc1SCC(=O)Nc1ccccc1	-3%	-1%	-7%	-2%	8%[10 µM]	-10%	-6%	0%
O=C(NCc1ccc(Cl)cc1)c1cc(S(=O)(=O)N2CCCCC2)c[nH]1	5%	-4%	.	-16%	.	0%	-5%	-4%
Fc1ccc(-c2cc(-c3ccc(F)cc3)c3c(n2)-c2cc(F)ccc2OC3)cc1	-1%	-3%	.	-6%	.	18µM*[quencher]	.	-9%
COc1cccc(N2CC(NC(=O)C(c3ccccc3)c3ccccc3)CC2=O)c1 (stereo unspecified)	-12%	-10%	.	-14%	.	0%	.	-6%
FC(F)C(F)(F)C(F)(F)C(F)(F)c1cc(-c2ccccc2)n[nH]1	-14%	6%	i	-28%	-9%	-5%	.	?
c1ccc(Sc2cccc3ccccc23)c(CNC2=NCCN2)c1	-4%	-5%	1%	-3%	-4%[0.074 µM]	3%	-2%	-5%
O=c1c(OC2OC(CO)C(O)C(O)C2OC2OC(CO)C(O)C(O)C2O)c(-c2ccc(O)cc2)oc2cc(O)cc(O)c12 (stereo unspecified)	-5%	0%	10µM*	-11%	13%[10 µM]	0%	.	-1%
O=C(NCc1cn(-c2ccccc2)nc1-c1ccc(F)cc1)c1cccc([N+](=O)[O-])c1	?	5%	5%	?	11%[1.9 µM]	8%	-15%	-5%
Cn1c(=O)c2cc(S(=O)(=O)NCCC(=O)NC3CCCCCCC3)ccc2n(C)c1=O	-10%	-12%	-2%	2%	6%	-2%	5%	-2%
Cc1ccc2nc(-c3ccco3)c(Nc3ccc4c(c3)OCCO4)n2c1	-12%	-8%	.	?	.	2%	.	6%
O=c1c2ccccc2n(Cc2cccc(F)c2)c(=O)n1C1CCCC1	-9%	-6%	-4%	-17%	6%	-1%	.	-7%
Cc1ccc(-c2nnc3c4ccccc4c(C)nn23)cc1S(=O)(=O)N1CCN(CCO)CC1	-9%	-4%	-13%	4%	7%[10 µM]	0%	-10%	-5%
COc1ccc(NC(=O)CN(Cc2ccccc2)S(=O)(=O)c2ccc(C)cc2)cc1Cl	-1%	-11%	.	-26%	.	6.3µM*[quencher]	.	?
CCn1c(Cc2ccccc2)nnc1SCc1cccc(C(=O)O)c1	0%	8%	i	10%	?	-1%	5%	9%
COCCCNC(=O)COc1ccc(Cl)c(C)c1	-10%	-10%	-4%	-3%	-1%	-2%	4%	-7%
Cc1nnc(NC(=O)c2ccc(-c3cccc(C(F)(F)F)c3)o2)s1	13%	-5%	-13%	10%	-3%	0%	.	10%
CCCc1nnc(NC(=O)c2cc(OC)cc(OC)c2)s1	-11%	11%	2%	-7%	-1%	1%	3%	-7%
COC(=O)C(CC(C(=O)OC)C(=O)OC)C(=O)OC	-6%	0%	0%	-5%	2%	-3%	4%	-1%
CCn1c(=O)cc(SCC(=O)Nc2cc(OC)c(OC)c(OC)c2)c2ccccc21	0%	0%	-6%	-24%	-13%	-2%	-3%	4%
CCCCC(CC)CNC(=O)C1CC=CCC1C(=O)O (stereo unspecified)	12%	0%[53 µM]	-6%	12%	22%[10 µM]	-1%[53 µM]	6%	5%

(cont.)
SMILES	Tau fibril ThT	TRb SRC2 PPI	RECQ1 helicase	Tau fluor cs	HTT cytoprotect	TR SRC2 fluor cs	L3MBTL1 inh	Tau FP inhib
O=C(Nc1c(Cl)ccc2nsnc12)c1ccco1	-5%	6%	15%	-5%	1%	0%	5%	5%
O=C(C1CCN(S(=O)(=O)c2cccnc2)CC1)N1CCN(c2ccccc2Cl)CC1	-5%	-6%	i	-6%	4%	1%	.	-6%
COc1ccc(Br)cc1CN(C)C(=O)c1ccc2c(c1)NC(=O)C(C)S2 (stereo unspecified)	-15%	-1%	-2%	-7%	-44%[inhibitor]	1%	.	8%
Cc1nnc(SCCn2c(N(C)Cc3ccccc3)nc3c2c(=O)[nH]c(=O)n3C)s1	-19%	-3%	-3%	-12%	-12%	-6%	.	0%
CN(CC(=O)NCCN1CCN(c2ccccc2)CC1)S(=O)(=O)c1ccc2c(c1)CCC(=O)N2	-17%	-8%	-6%	-14%	-25%	1%	.	5%
CCOCCCNC(=O)C1CCN(S(=O)(=O)N(CC(C)C)CC(C)C)CC1	-1%	14%	-5%	-11%	5%[10 µM]	-2%	18%	-4%

Whole records, quoted from the list. Screens in order: Tau fibril ThT	TRb SRC2 PPI	RECQ1 helicase	Tau fluor cs	HTT cytoprotect	TR SRC2 fluor cs	L3MBTL1 inh	Tau FP inhib
Entry for O=C(C1CCN(S(=O)(=O)c2cccnc2)CC1)N1CCN(c2ccccc2Cl)CC1 : -5%	-6%	i	-6%	4%	1%	.	-6%
Entry for O=C(Nc1c(Cl)ccc2nsnc12)c1ccco1 : -5%	6%	15%	-5%	1%	0%	5%	5%
Entry for Cc1nnc(SCCn2c(N(C)Cc3ccccc3)nc3c2c(=O)[nH]c(=O)n3C)s1 : -19%	-3%	-3%	-12%	-12%	-6%	.	0%
